Assay outcomes (PubChem)
SR-BI DiI inh: inhibitors of SR-BI mediated HDL lipid uptake, primary screen, ldlA[mSR-BI] cells, fluorescence, single point; 320,000 compounds, 0.96% hits; Scavenger receptor class B member 1 (Mus musculus), Q61009; ldlA[mSR-BI] CHO cells, DiI-HDL uptake fluorescence, 3 h; inhibition, % at 12.5 µM;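 active means mean replicate inhibition of at least 70% and a set share of replicates each scoring 70 or more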;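 further: 0% = median of neutral control wells and 100% = median of positive control wells; values of inactives mirror those of a sister screen read the other way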
Arrestin-AP2 inh: inhibitors of beta-arrestin/AP2 binding, primary screen, biochemical, GPCR trafficking, flow cytometry; FITC-arrestin peptide / GST-AP2 beads; AP2 beta2 appendage carries R879A mutation; inhibition, % at 10 µM; 340,000 compounds, 0.31% hits;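 active means inhibition above a set limit, near 3 SD of compounds lacking own fluorescence, cut at about 54% in these data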;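 further: plate controls were DMSO wells for no effect and 5 µM unlabelled arrestin peptide for full effect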
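System: GST-tagged AP2 beta2-adaptin appendage (R879A) on 4 µm glutathione beads / Reagent: FITC-arrestin peptide, 50 nM / Detection: HyperCyt-sampled flow cytometry, FL1 channel, ex 488/em 535 nm / Timing: 12 min plus 1 h, RT / Buffer or medium: PBS plus Tween 20 (0.05%) and BSA (0.1%)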
DAGLB inh: DAGLB lipase inhibitors, primary screen, biochemical, fluorescence, HTS; HEK293T DAGLB membrane lysate, EnzChek fluorogenic substrate; AID 504411, 2011; Diacylglycerol lipase-beta (Homo sapiens), Q8NCG7; 340,000 compounds, 0.059% hits; inhibition, % at 5.17 µM; in the data active means inhibition above about 34%;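 further: 0% = enzyme with vehicle and 100% = wells lacking enzyme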
LANA DNA inh: inhibitors of KSHV C-LANA binding to DNA, primary screen, biochemical, fluorescence polarization, FAM-LBS DNA, MBP-C-LANA, single point; inhibition, % at 9 µM; 340,000 compounds, 0.078% hits;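 active means highest replicate inhibition at or above 60% at 9 µM, even if other replicates fall short; inactive means all replicates below 60% inhibition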;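 further: 0% = neutral control wells and 100% = 4 µM acridine orange control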
PvdQ acylase: P. aeruginosa PvdQ acylase inhibitors, primary screen, biochemical, fluorescence, plate reader and imaging, single point | purified PvdQ acylase | 340,000 compounds, 0.063% hits | AID 488965, 2010 | inhibition, % at 10 µM; in the data active means inhibition above about 30%, passing the limit was not always enough;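 further: 0% = vehicle neutral wells and 100% = reference inhibitor wells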
PKA-R2B act: activators of PKA-R2B holoenzyme, primary screen, biochemical, fluorescence polarization, Cy5-IP20, human | activation, % at 11.4 µM | 340,000 compounds, 0.079% hits | AID 504700, 2011 | PKA-R2B holoenzyme dissociation; R2B truncated from residue 108, S112A mutant; 0% DMSO only, 100% 113 µM cGMP;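 active means activation above a cutoff set at the mean over all compounds plus 3 SD, cut at about 18% in these data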;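 further: higher means more holoenzyme dissociation and a rise in polarization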
RTF Ca sens inh: cardiac RTF calcium sensitivity inhibitors, primary screen, biochemical, IANBD-TnC fluorescence, EC70 calcium. Troponin I, cardiac muscle (Homo sapiens) + Troponin T, cardiac muscle (Homo sapiens) + …. IANBD-labeled cardiac RTF, Ca2+ fluorescence. inhibition, % at 7.15 µM. 340,000 compounds, 0.12% hits;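 active means inhibition above the mean inhibition of all tested compounds plus 3 SD, cut at about 17% in these data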;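 further: assay run at fixed EC70 calcium of 1.6 mM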
SR-BI DiI-HDL act: activators of SR-BI mediated DiI-HDL uptake, primary screen, ldlA[mSR-BI] CHO cells, DiI fluorescence; 320,000 compounds, 0.096% hits; activation, % at 12.5 µM; AID 504775, 2011; 3 h; 100 = double the neutral-control signal;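 active means mean replicate activation of at least 60% and every replicate at or above 60%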;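 further: 0% = median plate neutral-control signal and 100% = twice that signal; values of inactives mirror those of a sister screen read the other way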
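Test system: SR-BI-overexpressing, LDLR-lacking CHO cells; Medium: Ham's F12 with 0.5% BSA, HEPES 25 mM, pH 7.4; Schedule: 3 h, 37 °C; Technique: bottom-read fluorescence, 550/595 nm.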
Keap1 Nrf2 FP: Keap1-Nrf2 protein-protein interaction inhibitors, primary screen, biochemical, fluorescence polarization, single point; Kelch-like ECH-associated protein 1 (Homo sapiens), Q14145; Keap1 Kelch-Nrf2 peptide fluorescence polarization, 1536-well; inhibition, % at 9.4 µM; 340,000 compounds, 0.15% hits; AID 504523, 2011; in the data active means inhibition above about 12%;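 further: human Keap1 Kelch domain with fluorescein labeled Nrf2 9mer peptide probe; 0% = neutral control wells and 100% = peptide positive control; higher means more block of Keap1 binding to Nrf2 peptide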
NSD2 HMT inh: NSD2 histone methyltransferase inhibitors, primary screen, biochemical, AlphaScreen, single concentration, set 2; AID 743445, 2014; 310,000 compounds, 0.54% hits; NSD2 peptide methylation, 120 min; inhibition, % at 12.5 µM; in the data active means inhibition above about 50%
Target sequence (O96028 whole entry, looked up): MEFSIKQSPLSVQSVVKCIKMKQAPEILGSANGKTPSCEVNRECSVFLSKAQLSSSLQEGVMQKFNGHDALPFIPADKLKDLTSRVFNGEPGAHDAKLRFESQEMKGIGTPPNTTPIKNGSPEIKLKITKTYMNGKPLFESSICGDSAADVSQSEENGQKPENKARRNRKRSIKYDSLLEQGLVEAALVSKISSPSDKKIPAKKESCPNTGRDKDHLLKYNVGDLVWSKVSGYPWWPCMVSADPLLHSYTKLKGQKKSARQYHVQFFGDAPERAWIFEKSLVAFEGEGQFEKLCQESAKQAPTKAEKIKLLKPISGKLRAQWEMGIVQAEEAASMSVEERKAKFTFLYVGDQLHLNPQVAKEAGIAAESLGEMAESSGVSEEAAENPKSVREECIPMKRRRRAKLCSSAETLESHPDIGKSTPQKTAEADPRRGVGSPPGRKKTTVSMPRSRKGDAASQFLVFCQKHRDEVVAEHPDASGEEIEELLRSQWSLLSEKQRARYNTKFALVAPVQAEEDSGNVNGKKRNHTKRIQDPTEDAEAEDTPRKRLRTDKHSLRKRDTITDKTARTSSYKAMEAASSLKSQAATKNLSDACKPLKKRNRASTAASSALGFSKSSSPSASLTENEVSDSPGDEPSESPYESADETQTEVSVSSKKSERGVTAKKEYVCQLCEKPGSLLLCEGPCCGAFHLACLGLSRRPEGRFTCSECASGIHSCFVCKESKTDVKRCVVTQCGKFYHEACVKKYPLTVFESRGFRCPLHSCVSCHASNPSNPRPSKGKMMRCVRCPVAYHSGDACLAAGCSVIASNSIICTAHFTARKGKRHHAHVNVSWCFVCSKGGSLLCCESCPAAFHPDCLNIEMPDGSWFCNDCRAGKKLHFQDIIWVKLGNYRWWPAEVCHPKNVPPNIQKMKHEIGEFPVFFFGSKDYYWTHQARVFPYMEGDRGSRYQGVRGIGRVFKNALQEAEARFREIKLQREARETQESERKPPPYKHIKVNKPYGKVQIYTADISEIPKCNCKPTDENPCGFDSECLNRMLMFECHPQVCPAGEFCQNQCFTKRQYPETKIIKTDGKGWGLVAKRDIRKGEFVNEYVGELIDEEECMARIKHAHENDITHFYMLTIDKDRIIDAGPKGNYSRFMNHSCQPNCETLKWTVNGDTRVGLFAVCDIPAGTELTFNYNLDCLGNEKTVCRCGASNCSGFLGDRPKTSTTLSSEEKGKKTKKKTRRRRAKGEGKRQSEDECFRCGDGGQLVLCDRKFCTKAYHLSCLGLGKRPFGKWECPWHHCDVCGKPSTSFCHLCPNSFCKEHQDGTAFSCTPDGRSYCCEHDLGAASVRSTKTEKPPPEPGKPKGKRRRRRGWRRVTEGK
* = called active by the depositor; nt = no result given.

SMILES | SR-BI DiI inh | Arrestin-AP2 inh | DAGLB inh | LANA DNA inh | PvdQ acylase | PKA-R2B act | RTF Ca sens inh | SR-BI DiI-HDL act | Keap1 Nrf2 FP | NSD2 HMT inh
CCc1nn(CC(=O)NC(C)CCc2ccccc2)c(=O)c2cc3cc(F)ccc3n12 (configuration not stated) | 25 | -1 | -1 | -1.3 | -3 | 5 | -3 | -25 | 1 | -8
Cn1c(=O)c2c(ncn2CC(=O)N2CCCc3ccccc32)n(C)c1=O | -3 | -1 | 1 | -0.7 | -17 | -4 | -15 | 3 | -2 | 3
COc1ccc(-c2cc(CNC(=O)CN3CCN(C)CC3)on2)cc1 | -9 | 6 | -2 | 0.7 | 14 | -3 | -1 | 9 | -4 | 3
Fc1ccccc1CSc1ncnc2c1ncn2C1CCCO1 (configuration not stated) | 0 | -6 | -2 | -1.6 | 9 | -11 | 1 | 0 | -6 | -5
O=C(CN1C(=O)C2CC=CCC2C1=O)N1CCN(c2ccc([N+](=O)[O-])cc2)CC1 (configuration not stated) | nt | -7 | 1 | -1.7 | -24 | -8 | -12 | nt | -5 | 6
COc1ccccc1C(=O)NCCC(=O)N1CC(C)OC(C)C1 (configuration not stated) | 1 | 8 | -3 | 1.2 | -10 | -11 | -5 | -1 | -2 | 1
O=C(Nc1ccc(S(=O)(=O)N2CCOCC2)cc1)C1COc2ccccc2O1 (configuration not stated) | -22 | 0 | -1 | -1.1 | -16 | 6 | -8 | 22 | -2 | 1
CCOC(=O)C1CCN(c2ncnc3c2c(-c2ccccc2)cn3-c2ccc(C)cc2)CC1 | 55 | 9 | -3 | -1.3 | -10 | -2 | 7 | -55 | 0 | 4
COc1cc(CO)ccc1OCc1ccc(Cl)nc1 | -4 | -5 | -1 | -0.1 | -12 | -3 | -7 | 4 | -5 | -2
Cc1ccc(Cl)cc1NC(=O)Cn1nc(-c2cccs2)ccc1=O | 7 | 4 | 0 | -0.4 | -9 | 4 | -4 | -7 | -4 | 8
Cc1ccc(N(CC(=O)N2CCc3ccccc32)C2=NC(=O)CS2)cc1 | -11 | 16 | 2 | 1.7 | -1 | -11 | 5 | 11 | -4 | 11
NC(=O)c1c(NC(=O)C(=O)N2CCOCC2)sc2c1CCCC2 | -9 | 7 | -2 | -1.7 | -4 | 4 | -7 | nt | -3 | 0
COc1cc(C)ccc1OCCOCCOc1ccccc1[N+](=O)[O-] | -7 | -10 | -9 | 2.2 | -6 | -7 | 1 | 7 | 5 | nt
Cc1ccc(C(C(=O)NCc2ccco2)N(CCc2ccccc2)C(=O)Cn2nnc3ccccc32)o1 (configuration not stated) | 10 | -7 | -1 | 0.2 | -8 | -9 | -7 | -10 | 6 | 3
CCn1cnc2scc(-c3ccccc3)c2c1=O | -11 | -2 | -3 | 1.4 | -9 | -14 | -5 | 11 | 0 | -1
CCN(C(=O)[C@@H]1CCCN1C(=O)c1cccs1)c1nc2cc(Cl)ccc2s1 | 78* | 15 | -2 | 0.6 | 8 | -3 | -2 | -78 | 3 | -1
COC(=O)c1nn(-c2ccccc2)c(Sc2ccc(OC)cc2)c1/C=N/O | 21 | 0 | -1 | 0.7 | -12 | -4 | -2 | -21 | 1 | 1
O=C(O)Cc1c(O)ccc2ccccc12 | 0 | 11 | -6 | 0.0 | -10 | -2 | -7 | 0 | -3 | 3
CCOc1ccccc1CNC(=O)CCn1ccc2cc(S(=O)(=O)N3CCCCC3)ccc21 | 15 | 11 | -1 | 0.7 | -12 | -1 | -3 | -15 | -2 | 1
CCCNC(=O)C1CCN(S(=O)(=O)c2ccc(Br)cc2)CC1 | -21 | 0 | -3 | 1.2 | -8 | -9 | -3 | 21 | -3 | -2
Cc1nnc(NCc2n[nH]c(=O)c3ccccc23)c2ccccc12 | -14 | 6 | -3 | 0.2 | -13 | -9 | -6 | 14 | -2 | -1
O=C(CCNS(=O)(=O)c1cccc2nsnc12)NCc1ccccc1 | nt | 1 | 0 | 1.3 | -20 | -4 | -14 | nt | -6 | 9
O=C(c1cnc2ccccn2c1=O)N1CCCc2ccccc21 | -19 | 0 | 1 | -0.5 | -3 | -16 | 4 | 19 | -8 | 3
COc1ccc(Cl)cc1C1=CC(=O)C[C@H](c2ccc(F)cc2)C1 | 27 | -2 | -10 | -0.8 | -11 | 0 | 2 | -27 | 5 | nt
CC(=O)c1ccc(NS(=O)(=O)c2cc(-c3cnc(C4CC4)o3)ccc2C)cc1 | -18 | 4 | 4 | 1.1 | -8 | -9 | 6 | 18 | 1 | 1
O=C(CSc1ncccc1-c1nc2ccccc2[nH]1)N1CCCCC1 | 34 | -1 | -3 | -0.5 | -15 | 0 | -5 | -34 | -7 | -1
CC(C)c1c(O)nc(SCCN(C)C)[nH]c1=O | -10 | 3 | -2 | 2.7 | -12 | -1 | -11 | 10 | 3 | 1
Cc1ccc(C)c(OCCn2ccnc2)c1 | -7 | 6 | 1 | -1.1 | -11 | 2 | -1 | 7 | 0 | -1
Cc1ccc(C2C=C(c3ccccc3)Nc3nc(N4C(=O)CCC4=O)nn32)cc1 (configuration not stated) | -23 | 5 | nt | 1.1 | -13 | nt | nt | 23 | 1 | nt
CCOC(=O)c1c(-c2ccc(Cl)cc2)cn2ccccc12 | 43 | 0 | -5 | -0.3 | -30 | -5 | -3 | -43 | -5 | -2
CC1CCC(NC(=S)NCCN(C)C)CC1 (configuration not stated) | -8 | 18 | 0 | -0.3 | -11 | -4 | 2 | 8 | -1 | 2
CCOC(=O)c1c(N)sc(C(=O)Nc2ccc3c(c2)OCO3)c1C | 33 | -5 | 0 | -1.5 | -17 | -2 | -5 | -33 | -6 | 4
Cc1ccc2nc(-c3ccncc3)cc(C(=O)Nc3ccc4c(c3)OCCO4)c2c1 | 56 | -4 | 2 | -3.7 | -4 | -8 | -6 | -56 | 0 | -1
COc1c(Cl)ccc(Cl)c1C(=O)OCC(=O)O | -23 | 0 | -4 | 0.8 | 9 | -17 | 4 | 23 | -5 | -6
CCCCCc1ccc(-c2cn(Cc3ccc(C(=O)c4ccccc4)cc3)nn2)cc1 | 0 | -4 | -4 | 0.1 | 2 | 8 | 0 | 0 | 0 | nt
COc1ccc(N(CC(=O)N2CCN(Cc3ccc4c(c3)OCO4)CC2)S(=O)(=O)c2ccc(F)cc2)cc1 | -11 | -2 | -1 | -0.5 | -11 | -10 | 5 | 11 | 0 | -2
Cc1noc(C)c1S(=O)(=O)N1CCC(C(=O)NCCCN2CC(C)CC(C)C2)CC1 (configuration not stated) | -23 | -29 | 0 | -0.2 | 3 | -2 | -4 | 23 | 2 | 11
O=C(CCS(=O)(=O)c1cccc2nsnc12)NC1CCCCCC1 | -4 | 17 | 3 | 0.6 | -10 | 10 | -1 | 4 | 4 | 4
Cn1c(=O)cc(SCC(=O)N2CCCC2)c2ccccc21 | 17 | -3 | 0 | -0.3 | -16 | 5 | -2 | -17 | -9 | 0
O=C(Cc1csc(NC(=O)Nc2cccc(Cl)c2)n1)NC1CCCC1 | 25 | 8 | -3 | -1.6 | 2 | 14 | -1 | -25 | 0 | 2
Cc1ccccc1OCCn1c(=O)oc2ccccc21 | 0 | 5 | -4 | -0.2 | 4 | -2 | -6 | 0 | -1 | -10
CCOC(=O)COc1nc2ccc(Br)cc2c(-c2ccccc2)c1C(C)=O | 6 | -5 | -4 | -1.8 | -4 | 2 | -3 | -6 | 3 | -1
CC(=O)c1ccccc1NC(=O)CN1C(=O)NC2(CCCCCCC2)C1=O | -3 | 44 | -1 | -0.6 | 3 | -2 | 0 | 3 | -2 | -2
Cc1ccc(C)c(NC(=S)NCCc2c[nH]c3ccccc23)c1 | 52 | 37 | 0 | -1.2 | -3 | -7 | 0 | -52 | -2 | 4
COC(=O)c1nc(C(=O)OC)c(C(=O)OC)nc1C(=O)OC | -10 | -3 | 0 | -0.8 | -23 | -8 | -4 | 10 | -2 | 3
COc1ccc2c(C)cc(SCC(=O)N(C)C3CCS(=O)(=O)C3)nc2c1 (configuration not stated) | -10 | -10 | -1 | 0.7 | -2 | -4 | -6 | 10 | -2 | nt
CC1=NN(c2ccc(Br)cc2)C(=O)/C1=C/c1ccc(-c2ccccc2C(=O)O)o1 | -3 | 3 | 8 | 9.6 | 15 | -7 | -1 | 3 | -3 | 11
CCCc1cc(=O)[nH]c(SCC(=O)N2CCN(S(=O)(=O)c3ccc4ccccc4c3)CC2)n1 | -47 | 12 | 2 | -2.9 | 0 | 0 | 4 | 47 | -3 | -4
CCOC(=O)COc1ccc(Br)cc1C1NC(=O)NC(C)=C1C(=O)NCc1ccccc1 (configuration not stated) | 7 | -13 | -1 | 0.3 | -16 | 0 | -1 | -7 | -2 | 6
O=C1ON=C(c2ccccc2)/C1=C/c1ccco1 | -1 | 2 | 4 | 11 | -9 | 3 | -7 | 1 | -2 | 23
CCN(CC)C(=O)c1c(Cl)nc(C)c([N+](=O)[O-])c1C | -22 | 2 | -1 | -0.6 | -9 | -6 | -10 | 22 | -7 | -2
Cc1noc(C)c1COC(=O)c1ccc(S(=O)(=O)N2CCCCC2)cc1 | 1 | -13 | -2 | -1.5 | -8 | -13 | -4 | -1 | -3 | -3
Cc1ccc(N(CC(=O)NC2CCCCC2)C(=O)CCCC(=O)Nc2ccccn2)c(C)c1 | nt | -3 | -1 | 0.2 | -24 | -12 | -16 | nt | -8 | 0

Whole records, quoted from the list. Order of screens: SR-BI DiI inh | Arrestin-AP2 inh | DAGLB inh | LANA DNA inh | PvdQ acylase | PKA-R2B act | RTF Ca sens inh | SR-BI DiI-HDL act | Keap1 Nrf2 FP | NSD2 HMT inh
Shown for CCN(CC)C(=O)c1c(Cl)nc(C)c([N+](=O)[O-])c1C : -22 | 2 | -1 | -0.6 | -9 | -6 | -10 | 22 | -7 | -2
Shown for CCCc1cc(=O)[nH]c(SCC(=O)N2CCN(S(=O)(=O)c3ccc4ccccc4c3)CC2)n1 : -47 | 12 | 2 | -2.9 | 0 | 0 | 4 | 47 | -3 | -4
Shown for CCOC(=O)COc1nc2ccc(Br)cc2c(-c2ccccc2)c1C(C)=O : 6 | -5 | -4 | -1.8 | -4 | 2 | -3 | -6 | 3 | -1
Shown for CC(=O)c1ccccc1NC(=O)CN1C(=O)NC2(CCCCCCC2)C1=O : -3 | 44 | -1 | -0.6 | 3 | -2 | 0 | 3 | -2 | -2
